Source: PubChem (several laboratories)
G6PDH CS: L. mesenteroides G6PDH inhibition counter-screen; Purified L. mesenteroides G6PDH, diaphorase/resazurin coupled fluorescence, 45 min; inhibition, % at 5 µM; hit rate 0.12% among 200,000; AID 1020; in the data active means inhibition above about 50%
Diaphorase act: diaphorase activation or chemical reduction counter-screen; activation factor at 20 µM; hit rate 0.005% among 190,000; AID 1229; Diaphorase/resazurin coupled assay, resorufin fluorescence, 16 min; active compounds read high; 1 = vehicle wells, 0 = NADH-free wells;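 active means diaphorase activity raised at least twofold by the compound at 20 µM; inactive means activation factor below 2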
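Test system: Clostridium kluyveri diaphorase, purified enzyme. Buffer or medium: 50 mM HEPES pH 7.4 buffer plus MgCl2 and Tween 20. Also added: 0.114 mM NADH and 0.1 mM resazurin, final amounts. Dosing: compound 20 µM once, DMSO 1%. Schedule: 16 min enzyme reaction, ambient temperature. Detection: fluorescence of resorufin, 544 nm excitation, 590 nm emission.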
PMI activator: activators of human phosphomannose isomerase | purified human PMI, coupled resazurin fluorescence, 20 min; active compounds read high; 1 = vehicle control, 0 substrate-free wells | hit rate 0.005% among 190,000 | P34949 | activation factor at 20 µM;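 active means activation factor of 2 or more at 20 µM, relative to plate controls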
Target sequence (P34949 whole entry, looked up): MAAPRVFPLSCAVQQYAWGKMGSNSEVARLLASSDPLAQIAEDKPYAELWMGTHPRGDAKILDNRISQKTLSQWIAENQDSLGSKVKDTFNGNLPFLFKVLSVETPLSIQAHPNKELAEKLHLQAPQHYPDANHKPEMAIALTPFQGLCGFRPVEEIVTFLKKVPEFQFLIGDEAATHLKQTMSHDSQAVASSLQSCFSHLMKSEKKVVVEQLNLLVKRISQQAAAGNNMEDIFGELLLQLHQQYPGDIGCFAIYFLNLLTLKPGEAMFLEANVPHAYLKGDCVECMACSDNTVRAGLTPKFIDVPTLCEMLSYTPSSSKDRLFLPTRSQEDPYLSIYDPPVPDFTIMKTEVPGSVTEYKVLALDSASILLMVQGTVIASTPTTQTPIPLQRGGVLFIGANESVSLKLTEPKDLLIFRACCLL
Diaph inh CS: diaphorase inhibition or chemical oxidation counter-screen; inhibition, % at 20 µM; AID 1217; diaphorase resazurin-to-resorufin fluorescence, NADH, 16 min; bacterial (C. kluyveri) enzyme, not human; hit rate 0.69% among 190,000;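 active means primary screen inhibition at 20 µM above a set limit, cut at about 50% in these data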;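 further: plate controls were DMSO with full reaction for no effect and wells lacking NADH for full effect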
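Assay system – diaphorase enzyme from Clostridium kluyveri · Amount – diaphorase 0.14 U/mL (working solution) · Times – reaction incubation of 16 min at room temperature · Controls – No-NADH positive control and DMSO neutral control · Signal – resorufin fluorescence 544/590 nm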
PMI act hi M6P: increases human PMI activity with near-saturating mannose 6-phosphate. coupled PMI enzyme assay, resazurin fluorescence, 20 min; active compounds read high; 1 = untreated enzyme, 0 = substrate-free blank. hit rate 0.34% among 190,000. AID 1216. activation factor at 20 µM. P34949;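 active means activation factor of 2 or more at 20 µM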
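Technique: Diaphorase-driven resazurin-to-resorufin fluorescence, excitation 544, emission 590 nm | Assay system: Human PMI in coupled enzyme assay | Times: Enzyme reaction with compound 20 min at room temperature | Medium: HEPES-buffered pH 7.4 with magnesium and detergent | Reagent: Mannose-6-phosphate 1.0 mM (near-saturating) plus 0.22 mM NADP+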
TNAP act hiacc: activators of human TNAP at high phosphate acceptor concentration | P05186 | purified TNAP, CDP-star luminescence, 1 M DEA, 30 min; active compounds read high; 0 = EDTA background, 1 = DMSO-only activity | activation factor at 20 µM | 200,000 tested, under 10 active | AID 1136;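 active means activation factor at least 2 at 20 µM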
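system = human TNAP | amount = enzyme diluted 1/800 final | reagent = 100 µM CDP-star substrate | signal = luminescent substrate turnover signal | dosing = one dose, 20 µM | benchmarks = EDTA negative control, DMSO positive control | measure = activation factor | timing = 30 min reaction, room temperature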
TNAP inh noacc: blocks human TNAP activity with no phosphate acceptor present | P05186 | purified TNAP, CDP-star luminescence, 30 min | inhibition, % at 20 µM | hit rate 0.26% among 200,000;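 active means tissue-nonspecific alkaline phosphatase inhibition above about 50% at 20 µM in the single-dose screen, limit read from the data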;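 further: 0% = DMSO negative control and 100% = EDTA positive control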
TNAP inh hi DEA: blocks human TNAP under high phosphate acceptor concentration; hit rate 0.03% among 200,000; inhibition, % at 20 µM; purified TNAP, CDP-star luminescence, 1 M DEA;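 active means over 50% inhibition of tissue-nonspecific alkaline phosphatase at 20 µM in the single-dose screen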;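 further: plate controls were DMSO wells for no effect and EDTA-quenched wells as full inhibition for full effect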
FLuc stim CS: affects firefly luciferase, flagging false hits in luciferase stimulation screens. P08659. ATPlite luciferase biochemical, luminescence, 10 min; 0 = ATP-free wells, 1 = DMSO control. activation factor at 10 µM. 200,000 tested, under 10 active. AID 1027;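 active means luciferase activation factor, scaled between plate controls, of at least 2 with compound at 10 µM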
Target sequence (P08659 whole entry, looked up): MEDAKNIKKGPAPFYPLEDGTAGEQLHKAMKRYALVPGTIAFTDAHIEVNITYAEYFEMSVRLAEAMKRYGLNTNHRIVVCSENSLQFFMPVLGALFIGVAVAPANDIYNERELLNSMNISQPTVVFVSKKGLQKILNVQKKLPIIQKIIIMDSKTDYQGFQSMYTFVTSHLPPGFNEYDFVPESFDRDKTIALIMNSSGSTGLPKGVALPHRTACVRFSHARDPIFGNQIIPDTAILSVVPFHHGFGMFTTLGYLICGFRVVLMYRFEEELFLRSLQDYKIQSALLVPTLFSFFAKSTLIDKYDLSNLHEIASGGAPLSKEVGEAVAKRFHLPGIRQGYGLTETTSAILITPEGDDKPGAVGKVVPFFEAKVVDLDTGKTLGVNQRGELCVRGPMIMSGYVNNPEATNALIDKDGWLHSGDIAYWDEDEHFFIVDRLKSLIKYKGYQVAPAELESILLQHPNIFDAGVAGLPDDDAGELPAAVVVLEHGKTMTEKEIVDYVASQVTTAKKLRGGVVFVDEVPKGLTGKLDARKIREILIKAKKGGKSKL
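Assay system: Luciferase/luciferin detection reagent, cell-free biochemical luciferase assay / Read-out: luciferase activation / Benchmarks: No-ATP low control, compound-free enzyme-plus-ATP high control / Medium: PBS buffer for ATP / Detection: luminescence measurement of luciferase light output / Schedule: 10 min at ambient temperature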
HMGR II inh: E. faecalis class II HMG-CoA reductase inhibition | purified E. faecalis HMGR, NADPH absorbance 340 nm kinetic | inhibition, % at 10 µM | hit rate 0.41% among 190,000;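 active means inhibition above a set limit, the median over all tested compounds plus 3 SD, cut at about 9.5% in these data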;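 further: enzyme runs in reverse so mevalonate oxidation gives rising NADPH absorbance; 0% = complete reaction with DMSO and 100% = background rate lacking mevalonate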
Starred values were filed as active, the others as inactive.

No.	SMILES	G6PDH CS	Diaphorase act	PMI activator	Diaph inh CS	PMI act hi M6P	TNAP act hiacc	TNAP inh noacc	TNAP inh hi DEA	FLuc stim CS	HMGR II inh
1	CCOc1cnc(C(=O)NNC(=O)c2ccccc2Br)o1	4	0.9	1	7	1	1	-14	0	1	-6
2	O=[N+]([O-])c1cc(Cl)ccc1-c1nc(-c2ccncc2)no1	-4	0.9	1	7	1	1	-8	2	0.8	-4
3	CCCOC(=S)N/C(=N\S(=O)(=O)c1ccccc1)c1ccccc1	-16	0.9	0.9	11	1	1	-14	-4	1	-1
4	O=C1C2CC=CCC2C(=O)N1c1ccc(OCC(O)Cn2nnc3ccccc32)cc1 (configuration not stated)	-3	0.9	1	13	1	1.1	-23	-7	1.1	-7
5	CC(C)(C)C(=O)NCCc1nc2ccccc2n1CC(=O)c1ccccc1	14	0.8	1	20	0.9	1	-6	-3	1.1	6
6	COC(=O)c1cc2c(s1)-c1ccccc1CC2	6	0.9	0.9	13	0.9	1	-8	0	1	0
7	COc1cc2c(cc1OC)C1=NC(=O)CN1C(SCc1ccc(C)cc1)=N2	-29	0.8	1.2	24	1.4	0.9	2	6	0.9	-3
8	S=C(NCc1ccco1)N/N=C/c1ccccc1Cl	-3	0.8	1	17	0.9	1	-5	-2	1.1	-4
9	COCCN(Cc1cc2cccc(C)c2[nH]c1=O)C(=O)c1ccccc1	-13	1	1.1	-3	1.1	1	-7	-5	1.1	-1
10	CCC(=O)Nc1ccc(N2CCN(C(=O)c3ccccc3C)CC2)cc1	-7	0.8	0.9	20	0.9	1	-12	-4	1	-1
11	CCc1ccccc1NC(=O)N1C2CCCC1CC(NC(=O)C(C)(C)C)C2 (configuration not stated)	5	0.8	0.9	17	0.9	1	-2	-3	1.1	3
12	O=C(CCCn1nnc(-c2cccnc2)n1)c1ccc(F)cc1	6	0.9	1.1	6	1.1	1.1	-16	-8	1	-6
13	O=C(Nc1ccc(C(F)(F)F)cc1)C1(c2ccccc2)CC1	10	0.9	0.9	12	0.9	1	-31	-2	1	5
14	CN(C)CCNC(=O)c1cc(Br)ccc1Cl	1	0.9	1	15	1	1.1	-15	-9	1	-2
15	Cc1cc(C)n(-c2cc(-n3nc(C)cc3C)ncn2)n1	5	1	1	4	1	1	-7	-3	1	-1
16	Cc1cc(C(=O)COC(=O)c2ccc3c(c2)OCO3)c(C)n1CC1CCCO1 (configuration not stated)	2	1	1.1	-3	1.1	1.1	-1	-5	0.3	-2
17	CCOC(=O)COc1cc(N)c(Cl)cc1Cl	2	0.9	1	5	0.9	1	-11	1	1	-5
18	O=C1C=C(NNC(=O)c2cccnc2)CC(c2ccco2)C1 (configuration not stated)	2	0.9	1	8	0.9	1	-7	2	1	-4
19	CCCCn1c(SCC(=O)Nc2cc(C(F)(F)F)cc(C(F)(F)F)c2)nnc1C(CC)N(C)C (configuration not stated)	3	0.7	0.7	27	0.8	1	9	-2	1.1	2
20	CCc1nn(CC(=O)NCCN2CCN(C)CC2)c(=O)c2cc3occc3n12	8	1.2	1	-19	1.1	1.1	-4	-10	1.1	-6

Additional structures follow:
No.	SMILES	G6PDH CS	Diaphorase act	PMI activator	Diaph inh CS	PMI act hi M6P	TNAP act hiacc	TNAP inh noacc	TNAP inh hi DEA	FLuc stim CS	HMGR II inh
21	COc1cccc(C2N(c3ccccc3)CCN2c2ccccc2)c1OC	2	0.8	0.9	22	0.9	1.1	-8	-6	1.1	-2
22	CCOc1ccc(-n2cc(-c3ccccc3)c3c(N4CCOCC4)ncnc32)cc1	9	0.8	0.9	18	0.9	1.1	-12	-8	1.1	1
23	Cc1nn(-c2ccccc2)c(C)c1/C=C/C(=O)OCC(=O)NC1CCS(=O)(=O)C1 (configuration not stated)	0	1	1.1	2	1.1	1	-11	-4	1	-1
24	Cc1nc2nc(CSc3nc4ccccc4s3)cc(=O)n2[nH]1	12	0.7	1.1	27	1.1	1.1	-8	-6	1	3
25	CCOC(=O)c1c2c(c(=S)n(-c3ccccc3)c1N)CCC2	14	0.7	0.7	32	0.6	1	-13	0	1	-5
26	Cc1cc(C)nc(SCC(=O)NN=C2CCCC2)n1	7	1	1.1	2	1.1	1	-10	1	1.1	-4
27	Cc1cc(C)nc(NC(=O)Nc2ccccc2C(F)(F)F)n1	13	0.9	0.9	10	1	1	-5	-3	0.9	-1
28	Cc1oc(-c2ccccc2Cl)nc1Cn1cccc1C1=NC(c2ccccc2)CO1 (configuration not stated)	3	0.8	1	22	0.9	1.1	7	-6	1.1	3
29	Cc1cc2c(N=NC(=O)CCc3ccccc3)c(O)[nH]c2cc1Br	-2	1	1	-2	1.1	1	-18	0	1.1	-7
30	COc1ccc(CCC(=O)Nc2ccc(-c3noc(-c4ccc(OC)c(OC)c4)n3)cc2)cc1	-19	1.1	1	-12	1.1	1.1	-5	-6	1	-10
31	Cn1c(SCc2ccccc2)nc(C(F)(F)F)cc1=O	1	0.9	1	5	1	1	-4	-2	1	-10
32	Cc1ccnc(NC(=O)CCC(=O)N(CC(=O)NC(C)(C)C)c2ccc(F)c(Cl)c2)c1	10	0.9	0.9	9	0.9	1	-6	-4	1.1	2
33	CC(C)OC(=O)CSc1nc2cccnc2n1C1CCCCC1	13	1	1	-2	1.1	1.1	0	-5	1	-1
34	C/C(=N/NC(=O)c1ccc(O)cc1)c1cccc([N+](=O)[O-])c1	-1	0.9	1	11	0.9	1	-8	1	0.9	-3
35	Cc1ccc(NC(=S)N(CCCN2CCOCC2)Cc2cccs2)c(C)c1	-12	1	1.1	0	1.2	1	-3	-3	1.1	-1
36	CCOC(=O)c1cnc2ccc(Cl)cc2c1Nc1ccc(S(=O)(=O)Nc2ncccn2)cc1	-1	0.9	1	6	0.9	1	-7	-1	1	-3
37	O=C(CCN1C(=O)C2CCCCC2C1=O)NNC(=O)c1cccc(Cl)c1 (configuration not stated)	18	1.1	1.2	-8	1.1	1	-1	-5	1	0
38	CCN(CC)Cc1cc(CC(C(N)=O)C(N)=O)ccc1OC	3	0.8	1.1	16	1	1.1	-12	-7	1	-2
39	C=CCn1c(SCC(=O)NCc2ccco2)nc2sc3c(c2c1=O)CCC3	11	1.1	1.1	-14	1.1	1.1	-6	-12	1	-2
40	COC(=O)c1ccc(NC(=O)c2sc3nc(-c4ccccc4)cn3c2C)cc1	0	0.8	0.9	20	0.8	1	1	1	1	1

3 compounds out of the list, sorted by molar mass, highest first.
No.	SMILES	G6PDH CS	Diaphorase act	PMI activator	Diaph inh CS	PMI act hi M6P	TNAP act hiacc	TNAP inh noacc	TNAP inh hi DEA	FLuc stim CS	HMGR II inh
22	CCOc1ccc(-n2cc(-c3ccccc3)c3c(N4CCOCC4)ncnc32)cc1	9	0.8	0.9	18	0.9	1.1	-12	-8	1.1	1
8	S=C(NCc1ccco1)N/N=C/c1ccccc1Cl	-3	0.8	1	17	0.9	1	-5	-2	1.1	-4
26	Cc1cc(C)nc(SCC(=O)NN=C2CCCC2)n1	7	1	1.1	2	1.1	1	-10	1	1.1	-4

(listing goes on)
No.	SMILES	G6PDH CS	Diaphorase act	PMI activator	Diaph inh CS	PMI act hi M6P	TNAP act hiacc	TNAP inh noacc	TNAP inh hi DEA	FLuc stim CS	HMGR II inh
41	COc1ccc(OC(=O)c2ccc3nsnc3c2)cc1	0	0.9	0.9	11	0.9	1	-5	0	0.7	-5
42	CCOCC(=O)Nc1nc2ccc(C)cc2s1	3	0.8	-0.1	17	0.9	1	-6	-4	0.8	2
43	C/C(Cl)=C/Cn1c(NCCCn2ccnc2)nc2c1c(=O)[nH]c(=O)n2C	1	1	1.2	-5	1.1	1	0	-3	1.1	0
44	CCn1c(=O)cc(OCC(=O)N(C)C2CCCCC2)c2ccccc21	1	0.9	1	13	1	1.1	-13	-5	1	-10
45	CC(=O)NCC(=O)OCC(=O)c1ccc(Br)cc1	0	0.8	1	16	1	1.1	-9	-7	1	0
46	Cc1ccc(-n2ncc3c(=O)n(CC(=O)NCC4CCCO4)cnc32)cc1 (configuration not stated)	1	0.9	1	12	0.9	1	-7	-3	0.9	-3
47	Cc1ccc(C(=O)CSc2nc(-c3ccccc3)cc(=O)[nH]2)cc1	15	0.9	0.9	11	1	1.1	-10	-10	1	-1
48	Cc1ccccc1Nc1nc(N)nc(CSc2nnc3sc4ccccc4n23)n1	-5	0.5	1	46	1	1.1	-16	-6	1.1	-1
49	CCOc1ccc(NC(=O)COc2ccc(C(=O)NC3CCCc4ccccc43)cc2OC)cc1 (configuration not stated)	-16	0.9	0.9	11	0.9	1	-28	-3	1.1	2
50	O=C(NCCC(c1ccccc1)c1ccco1)c1cccs1 (configuration not stated)	-2	0.9	1	11	0.9	1	-8	-3	1	4
51	COc1ccc(-n2c(Cc3cccn3C)nnc2SCC(=O)Nc2ccc3c(c2)OCO3)cc1	2	0.7	0.8	27	0.9	1	2	-1	1.1	0
52	COc1ccc(-c2nnn(CC(=O)N(CC(=O)NC3CCCC3)Cc3ccco3)n2)cc1OC	5	0.9	1	7	1	1	-8	-3	1	-3
